procasp7 counter – activates human procaspase-7, counter-screen for procaspase-3 activators | 0.093% of 330,000 active | activation, % at 8.5 µM | AID 463210 | recombinant procaspase-7, Ac-DEVD-pNA absorbance 405 nm; D23A/D198A/D206A triple mutant, cannot self-cleave; scale: DMSO 0, 5 µM enzyme 100;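 active = percent activation above the screen-wide mean plus 3 SD, cut at about 25% in these data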
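Detection: p-Nitroaniline absorbance at 405 nm, read at 0 and 120 min; system: Uncleavable procaspase-7 mutant enzyme; evaluation: % activation from two-timepoint absorbance difference, scaled to controls; times: 1 h enzyme–compound preincubation and 2 h substrate reaction, both 25 °C; buffer or medium: Zinc-free HEPES pH 7.4 with 300 mM NaCl, 0.01% Triton X-100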
AGP1-GFP MLPCN – yeast TOR pathway AGP1-GFP modulation; S. cerevisiae AGP1-GFP multiplex flow cytometry, 3 h; GFP as percent of DMSO wells; 0.02% of 320,000 active; GFP response vs DMSO, % at 10 µM;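 active = GFP response relative to DMSO above a set limit, near screen average plus 3 SD, cut at about 150% in these data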;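 also: median GFP channel fluorescence of the gated AGP1 strain per well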
CIT2 TOR yeast – alters CIT2-GFP fluorescence in TOR pathway yeast screen; S. cerevisiae CIT2-GFP strain, flow cytometry, 3 h; 100 means same as DMSO wells; GFP response vs DMSO, % at 10 µM; 0.065% of 320,000 active; AID 2029;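 active = GFP response relative to DMSO above a set limit, near the screen mean plus 3 SD, cut at about 150% in these data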;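 also: ratio of well median GFP fluorescence to mean of DMSO wells on the plate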
MEP2 TOR yeast – modulators of TOR pathway MEP2-GFP in S. cerevisiae. GFP response vs DMSO, % at 10 µM. 0.51% of 330,000 active. AID 2016. S. cerevisiae MEP2-GFP strain, flow cytometry GFP, 3 h; 100% = DMSO control level;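 active = GFP response versus DMSO above a set limit, roughly screen mean plus 3 SD, cut at about 180% in these data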;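 also: median GFP fluorescence of the barcode-gated MEP2-GFP cells per well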
AHR activator – human AHR activation. AID 2796. activation, % at 5 µM. AHR-responsive luciferase reporter cells, luminescence. 2.5% of 320,000 active. P35869; in the data active = activation above about 47%;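 also: 0% = vehicle wells and 100% = reference agonist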
Target sequence (P35869 whole entry, looked up): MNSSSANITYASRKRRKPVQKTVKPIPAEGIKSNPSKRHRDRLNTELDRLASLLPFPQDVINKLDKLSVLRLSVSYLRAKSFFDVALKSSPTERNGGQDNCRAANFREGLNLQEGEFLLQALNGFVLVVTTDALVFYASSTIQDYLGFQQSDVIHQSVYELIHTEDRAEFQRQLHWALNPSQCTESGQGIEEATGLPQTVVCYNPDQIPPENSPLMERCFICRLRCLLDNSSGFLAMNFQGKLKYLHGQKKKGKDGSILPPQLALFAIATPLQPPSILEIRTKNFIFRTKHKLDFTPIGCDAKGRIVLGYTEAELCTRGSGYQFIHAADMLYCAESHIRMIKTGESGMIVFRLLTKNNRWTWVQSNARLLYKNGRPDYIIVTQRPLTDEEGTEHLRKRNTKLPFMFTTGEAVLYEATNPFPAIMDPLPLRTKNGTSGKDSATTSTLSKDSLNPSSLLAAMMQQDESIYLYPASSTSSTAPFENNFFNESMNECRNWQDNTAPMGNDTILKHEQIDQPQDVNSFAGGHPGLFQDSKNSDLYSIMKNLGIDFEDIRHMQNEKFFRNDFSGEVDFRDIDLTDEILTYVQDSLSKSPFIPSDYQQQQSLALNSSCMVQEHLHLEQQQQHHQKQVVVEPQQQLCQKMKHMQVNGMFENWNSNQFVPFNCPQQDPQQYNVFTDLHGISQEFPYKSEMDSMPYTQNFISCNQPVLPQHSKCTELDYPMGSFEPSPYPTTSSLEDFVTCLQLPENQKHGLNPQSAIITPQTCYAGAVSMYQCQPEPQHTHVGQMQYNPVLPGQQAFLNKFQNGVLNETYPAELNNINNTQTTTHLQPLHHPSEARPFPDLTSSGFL
RPL19A TOR yeast – yeast TOR pathway RPL19A-GFP modulation | S. cerevisiae RPL19A-GFP strain, flow cytometry, 3 h; active compounds read low | percent response vs DMSO, % at 10 µM | 0.3% of 330,000 active | AID 2025;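 active = percent response vs DMSO below 50%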;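 also: median channel GFP fluorescence of the barcoded RPL19A-GFP strain; ratio of sample median GFP to plate DMSO average so 100% = DMSO; lower means less RPL19A-GFP as with rapamycin TOR inhibition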
LAP4-GFP MLPCN – yeast TOR pathway LAP4-GFP modulation; S. cerevisiae LAP4-GFP multiplex, flow cytometry GFP, 3 h; median GFP as percent of DMSO wells; GFP response vs DMSO, % at 10 µM; 0.34% of 320,000 active;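 active = GFP response vs DMSO above a set limit, about the screen mean plus 3 SD, cut at about 150% in these data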
procasp3 activ – procaspase-3 (human) activation | recombinant procaspase-3 D3A, Ac-DEVD-pNA absorbance 405 nm | AID 463141 | activation, % at 8.5 µM | 0.11% of 330,000 active | P42574;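 active = activation above the mean of all tested compounds plus 3 SD, cut at about 21% in these data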;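 also: 0% = DMSO alone and 100% = DMSO wells spiked with extra 5 µM PC-3 D3A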
Target sequence (P42574 whole entry D9A/D28A/D175A): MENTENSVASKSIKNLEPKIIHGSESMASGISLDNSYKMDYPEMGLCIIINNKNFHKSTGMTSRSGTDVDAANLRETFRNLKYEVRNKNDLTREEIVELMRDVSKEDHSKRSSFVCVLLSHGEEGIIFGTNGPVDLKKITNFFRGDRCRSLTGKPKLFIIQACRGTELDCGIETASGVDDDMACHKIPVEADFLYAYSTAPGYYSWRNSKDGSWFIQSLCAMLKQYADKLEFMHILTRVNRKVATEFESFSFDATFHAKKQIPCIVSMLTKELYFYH
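Technique: 405 nm absorbance of p-nitroaniline, reads at 0 and 120 min; Test system: Procaspase-3 D3A mutant; Incubation: 1 h enzyme-compound preincubation, then 2 h substrate reaction, 25 °C; Repeats: singlicate, each compound tested once; Benchmarks: low control DMSO wells, high control DMSO plus 5 µM PC-3 D3A.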
The depositor's hits bear a star; · = not tested or not shown.

SMILES	procasp7 counter	AGP1-GFP MLPCN	CIT2 TOR yeast	MEP2 TOR yeast	AHR activator	RPL19A TOR yeast	LAP4-GFP MLPCN	procasp3 activ
Cc1ccc(C(=O)N2CCN(S(=O)(=O)N3CCOCC3)CC2)cc1	-5	103	100	109	4	99	103	4
COc1ccccc1N(C)S(=O)(=O)c1ccc(C(=O)NC(C)c2ccccc2)cc1 (stereo unspecified)	1	96	103	107	0	100	104	-2
CC1CCC2(CC1)NC(=O)N(CC(=O)Nc1cccc(S(=O)(=O)N3CCOCC3)c1)C2=O (stereo unspecified)	-8	101	95	100	8	100	100	-6
NC(=O)[C@@H]1CCCN1Cc1nc(-c2ccc(C(F)(F)F)cc2)no1	-1	110	104	107	0	109	98	1
COc1ccc2cc(-c3[nH]ncc3CN3CCCN(c4ccccc4)CC3)ccc2c1	6	103	98	102	8	101	100	7
Cc1ccc(NC(=O)N2CCCc3ccccc32)cc1	2	103	98	105	5	96	108	-1
CCOc1cc(C2CC(=O)NC3=C2C(=O)C(C(=O)OC)C(C)C3)cc(Br)c1O (stereo unspecified)	-1	97	96	105	-2	100	91	-7
C=CCn1c(C(C)NC(=O)c2ccccc2C)n[nH]c1=S (stereo unspecified)	-1	103	106	104	3	98	99	2
O=C(N/N=C\c1ccco1)Nc1cccc(Cl)c1	0	91	100	102	52*	104	103	-1
CCCCCC(=O)NC(=S)Nc1ccccc1C(=O)OC	-5	99	101	102	4	101	98	-5
OCCCNc1nccc(-c2cc(Nc3cccc(Cl)c3)ncn2)n1	15	102	105	106	-11	104	96	5
CSCCC(NC(N)=O)C(=O)N(C)CC(=O)Nc1ccc(C)cc1 (stereo unspecified)	2	108	103	98	1	97	97	7
COCCNC(=S)N1CCN(C(=O)C(=O)Nc2ccc(C(=O)OC)cc2)CC1	5	100	103	106	3	106	93	13
CCC(CC)=NNc1cccc([N+](=O)[O-])c1	-3	89	96	106	41	102	86	3
Cc1ccccc1N(C(=O)CS(=O)CC(=O)Nc1ccc(F)cc1)C(C)C(=O)NC(C)(C)C (stereo unspecified)	-5	92	92	106	0	101	94	2
Cc1cc(C)c(C#N)c(SCCS(=O)(=O)c2ccc(Cl)cc2)n1	4	106	74	100	3	100	114	-3
COc1ccccc1C(=O)NC(CCSC)C(=O)NCC(c1ccccc1OC)N1CCCC1 (stereo unspecified)	1	108	105	96	-1	98	102	6
CC(C)n1ncc2c(C(=O)O)cc(C3CC3)nc21	0	113	113	112	1	112	113	4
O=C(COc1ccc([N+](=O)[O-])cc1Cl)Nc1ccc2[nH]c(=O)[nH]c2c1	3	97	100	108	2	104	88	1
Cn1c2ccccc2c2cc(C(=O)NNC(=O)CCl)sc21	-15	86	87	93	62*	92	82	-9
COc1ccc(NC(=O)C2CC(=O)N(C)C(=Nc3ccc4c(c3)OCO4)S2)cc1 (stereo unspecified)	1	99	90	102	5	97	106	-7
O=c1cc(-c2ccccc2)[nH]c2ccccc12	8	100	97	94	3	98	103	-5
O=C(O)c1ccc(COCC(F)(F)F)cc1	3	101	90	97	-1	98	113	-1
COc1ccc(OC)c(C(=O)NC(CC(N)=O)c2ccc(N3CCCCCC3)c([N+](=O)[O-])c2)c1 (stereo unspecified)	1	87	90	99	1	97	128	-2

Reprinted from the part before: 2 compounds, followed by the next part.
SMILES	procasp7 counter	AGP1-GFP MLPCN	CIT2 TOR yeast	MEP2 TOR yeast	AHR activator	RPL19A TOR yeast	LAP4-GFP MLPCN	procasp3 activ
O=C(O)c1ccc(COCC(F)(F)F)cc1	3	101	90	97	-1	98	113	-1
COc1ccc(OC)c(C(=O)NC(CC(N)=O)c2ccc(N3CCCCCC3)c([N+](=O)[O-])c2)c1 (stereo unspecified)	1	87	90	99	1	97	128	-2
COc1ccc(NC(=O)CSc2nnc(C)c(=O)n2N)cc1	-1	98	96	98	1	93	97	-7
CCC(C(=O)NCc1ccccc1OC)c1ccccc1 (stereo unspecified)	8	99	106	98	7	101	96	-2
C(=N\n1c2ccccc2c2ccccc21)/c1ccccc1	4	95	96	104	65*	104	100	-5
COc1cc2c(cc1NS(=O)(=O)N1CCCC1)oc1ccccc12	11	·	96	90	15	91	88	-10
OC(CNCc1cccc(Cl)c1)c1ccccc1 (stereo unspecified)	5	97	98	101	0	101	97	9
CCN(C[C@H]1N[C@@](C)(C(=O)OC)[C@H]2C(=O)N(C)C(=O)[C@@H]12)S(=O)(=O)c1ccc(C(F)(F)F)cc1	-6	95	98	95	0	92	104	5
O=C(Nc1ccccc1)N1CCC(c2nc(-c3ccc(S(=O)(=O)N4CCOCC4)cc3)no2)CC1	-5	109	106	104	-1	102	101	-4
CCOc1cc(C2c3c(-c4ccccc4)n[nH]c3C(=O)N2c2ccc(C(=O)O)cc2)ccc1O (stereo unspecified)	12	101	96	91	2	97	114	2
O=C(CCn1c(=S)oc2ccccc21)NC1CCCCCCC1	10	101	92	95	4	99	106	4
CN(CC(=O)Nc1ccc(F)cc1)CC(=O)Nc1ccc(Cl)c(S(=O)(=O)N2CCOCC2)c1	-2	106	107	99	0	100	106	3
CCC1(c2ccccc2)NC(=O)N(CC(=O)c2ccc3c(c2)OCO3)C1=O (stereo unspecified)	-5	97	92	98	4	95	94	-6
CCCn1c(SC(C)C(=O)NCC2CCCO2)nc2cc(Cl)ccc2c1=O (stereo unspecified)	1	103	84	94	6	95	112	9
COc1cccc(C(=O)Nc2nnc(S(=O)(=O)N(C)c3ccccc3)s2)c1	2	100	100	109	3	101	97	0
CC(c1ccccc1)C1C(C#N)=C(N)OC2=C1C(=O)CC(C)(C)C2 (stereo unspecified)	-2	102	103	102	-2	106	99	-10
O=C(NC(=S)Nc1ccccc1N1CCCC1)c1ccc(F)cc1	-9	96	96	105	71*	100	100	-14
N#Cc1nc(-c2ccccc2F)oc1NCCc1ccccc1	4	104	104	102	-15	100	93	4
COc1ccc(-n2cc(C(=O)c3cc4ccccc4oc3=O)c(C(C)=O)n2)cc1	1	101	84	99	7	97	106	-9
CN(CC(=O)Nc1cccc2ccccc12)C(=O)/C=C/c1cccs1	-1	98	99	97	13	96	90	1
O=C(OCCCc1cc2ccccc2c(=O)o1)c1ccco1	0	92	90	83	1	93	94	15
CCc1cc2c(=O)c(-c3nc4ccccc4n3C)c(C)oc2c(CN2CCN(C)CC2)c1O	8	111	106	107	-2	105	110	0
O=C(Oc1cccc(NC2=NS(=O)(=O)c3ccccc32)c1)c1cccnc1	4	103	103	103	2	97	98	6
CC1Cc2cc(/C=C3/SC(N4CCC(C(N)=O)CC4)=NC3=O)ccc2O1 (stereo unspecified)	3	94	82	96	4	90	103	-14
CCCNS(=O)(=O)c1ccc(OCC(=O)N2CCC(C(=O)OCC)CC2)cc1	-15	100	105	95	-1	100	92	3
CC(C)Sc1nc2c(c(=O)[nH]c(=O)n2C)n1CC(O)COc1ccccc1 (stereo unspecified)	-12	107	103	102	1	101	101	-14
COc1cc(CCN2C(=O)c3cccc4cccc(c34)C2=O)c(S(=O)(=O)N2CCCCCC2)cc1OC	1	102	100	104	25	104	95	-11
COc1ccc(CNC(=O)c2cc(S(=O)(=O)N3CCCC3)cn2C)cc1	-4	106	123	92	1	97	104	9
NC(=O)C1CCN(C2=C(NS(=O)(=O)c3ccc(Cl)cc3)C(=O)c3ccccc3C2=O)CC1	-1	97	91	97	3	99	98	-4
CCCc1cc(=O)[nH]c(SCc2cc(C(=O)OC)c(C)o2)n1	-7	98	91	99	5	100	96	6
O=C(O)CNS(=O)(=O)c1cc(Cl)c(Cl)cc1Cl	3	103	111	112	-2	94	100	7
N/C(Cn1cncn1)=N\NC(=O)c1ccc(Cl)cc1Cl	7	86	81	88	2	85	82	-2
CC(C)(C)c1csc(N/N=C/c2cccnc2)n1	1	83	74	94	28	90	112	-5
CCc1nnc(SCC(=O)NCCC2=CCCCC2)nc1CC	-13	92	91	95	2	96	95	-3
O=C(COc1ccc(/C=N/NS(=O)(=O)c2ccccc2)cc1)Nc1ccc(F)cc1	7	98	109	108	-1	92	100	-1
C[n+]1cccc(O)c1SCc1ccccc1	-18	98	96	103	-1	99	94	-4
COc1cc(OC)c(OC)cc1/C=N/Nc1ccc(Cl)nn1	·	95	96	99	·	102	86	·
Cc1ccc(F)cc1NCC(=O)Nc1ccc(Br)cc1	-1	100	101	95	72*	108	98	12
COc1ccc(N(CC(=O)N/N=C/c2cccs2)S(=O)(=O)c2ccc(OC)c(OC)c2)cc1	5	74	66	90	1	112	90	-5
O=C(NCC1CCCO1)c1cc(-c2ccncc2)nc2ccc(S(=O)(=O)N3CCOCC3)cc12 (stereo unspecified)	-6	104	100	102	3	100	103	-1
C=CCOC(=O)C1=C(C)NC(SCC(N)=O)=C(C#N)C1c1ccc(C)cc1 (stereo unspecified)	5	110	108	87	-1	94	103	-3
C=CCc1cccc2cc(C(=O)Nc3ccc(S(=O)(=O)Nc4nnc(CC)s4)cc3)c(=O)oc12	4	99	97	102	0	96	102	-5
COc1cccc(C(=O)N2CCN(C(=O)c3cccs3)CC2)c1OC	-4	98	99	96	3	96	87	-9
O=C(NCc1ccc2c(c1)OCO2)C1CC(=O)N(CCc2ccccc2)C1 (stereo unspecified)	-4	90	73	83	2	90	81	9
S=c1[nH]nc(C2CCCCC2)n1/N=C/c1ccco1	-1	108	104	106	-3	104	102	6
COc1ccccc1CNC(=O)CSc1ccc(-c2cccc([N+](=O)[O-])c2)nn1	12	97	89	95	-1	94	98	-1
Cc1ccc(NC(=O)Cc2nnc(SCC(=O)Nc3ccccc3)n2C)cc1	-2	102	101	100	2	106	95	-8
CC(=O)c1cccc(NC(=O)/C(=C\c2cccnc2)NC(=O)c2ccco2)c1	-3	101	99	102	6	103	94	5
CC1(C)CC(=O)C(C#N)=C(NCCCO)C1	-6	93	100	106	-1	96	91	3
O=C(CN1CCCC1)NCC12CC3CC(CC(C3)C1)C2	5	98	100	100	-2	96	97	-6
O=S(=O)(NC(=S)NC1CCCCC1)c1ccc(Cl)cc1	-4	93	88	97	0	98	106	3
COCCNS(=O)(=O)c1ccc(-c2ccc(Cl)cc2)cc1	6	91	84	95	17	92	101	6

Entries listed so far containing an NH in an aromatic ring:
SMILES	procasp7 counter	AGP1-GFP MLPCN	CIT2 TOR yeast	MEP2 TOR yeast	AHR activator	RPL19A TOR yeast	LAP4-GFP MLPCN	procasp3 activ
COc1ccc2cc(-c3[nH]ncc3CN3CCCN(c4ccccc4)CC3)ccc2c1	6	103	98	102	8	101	100	7
C=CCn1c(C(C)NC(=O)c2ccccc2C)n[nH]c1=S (stereo unspecified)	-1	103	106	104	3	98	99	2
O=C(COc1ccc([N+](=O)[O-])cc1Cl)Nc1ccc2[nH]c(=O)[nH]c2c1	3	97	100	108	2	104	88	1
O=c1cc(-c2ccccc2)[nH]c2ccccc12	8	100	97	94	3	98	103	-5
CCOc1cc(C2c3c(-c4ccccc4)n[nH]c3C(=O)N2c2ccc(C(=O)O)cc2)ccc1O (stereo unspecified)	12	101	96	91	2	97	114	2
CC(C)Sc1nc2c(c(=O)[nH]c(=O)n2C)n1CC(O)COc1ccccc1 (stereo unspecified)	-12	107	103	102	1	101	101	-14
CCCc1cc(=O)[nH]c(SCc2cc(C(=O)OC)c(C)o2)n1	-7	98	91	99	5	100	96	6
S=c1[nH]nc(C2CCCCC2)n1/N=C/c1ccco1	-1	108	104	106	-3	104	102	6

Bioassay records from PubChem.
